LYPLA2 inh: LYPLA2 inhibitors, primary screen, counter-screen for PME1 inhibitor project, biochemical, fluorescence polarization, FP-Rh probe ABPP; Acyl-protein thioesterase 2 (Homo sapiens), O95372; recombinant LYPLA2; inhibition, % at 5.9 µM; 320,000 compounds, 0.38% hits;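 active means inhibition above the screen-wide mean plus 3 SD, limit set per campaign, cut at about 26% in these data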;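 further: 0% = LYPLA2 with DMSO and 100% = wells lacking LYPLA2 enzyme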
Target sequence (O95372 whole entry, looked up): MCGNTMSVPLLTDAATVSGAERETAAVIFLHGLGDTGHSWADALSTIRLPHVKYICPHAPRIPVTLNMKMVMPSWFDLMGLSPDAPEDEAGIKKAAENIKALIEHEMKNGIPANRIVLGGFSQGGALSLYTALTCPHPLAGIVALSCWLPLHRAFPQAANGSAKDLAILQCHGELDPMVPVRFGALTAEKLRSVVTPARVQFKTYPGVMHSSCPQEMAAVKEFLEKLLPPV
PAFAH2 inh: PAFAH2 enzyme inhibitors, primary screen, biochemical, fluorescence polarization, human. 340,000 compounds, 0.99% hits. AID 492956, 2010. recombinant PAFAH2, FP-rhodamine activity probe. Platelet-activating factor acetylhydrolase 2, cytoplasmic (Homo sapiens), Q99487. inhibition, % at 3.39 µM;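 active means inhibition above the mean over all tested compounds plus 3 SD, cut at about 30% in these data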;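 further: inhibitors block probe labeling of enzyme so polarization drops; 0% = enzyme with DMSO and 100% = wells lacking PAFAH2 protein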
LYPLA1 inh: LYPLA1 inhibitors, primary screen, counter-screen for PME1 inhibitor project, biochemical, fluorescence polarization, FP-Rh probe ABPP | inhibition, % at 5.9 µM | Acyl-protein thioesterase 1 (Homo sapiens), O75608 | AID 2174, 2009 | 320,000 compounds, 0.16% hits | recombinant LYPLA1;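 active means inhibition above the mean of all tested compounds plus 3 SD, set per campaign, cut at about 14% in these data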;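 further: inhibitors block serine hydrolase probe labeling of LYPLA1 so polarization falls; 0% = enzyme with DMSO and 100% = wells lacking LYPLA1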
Target sequence (O75608 whole entry, looked up): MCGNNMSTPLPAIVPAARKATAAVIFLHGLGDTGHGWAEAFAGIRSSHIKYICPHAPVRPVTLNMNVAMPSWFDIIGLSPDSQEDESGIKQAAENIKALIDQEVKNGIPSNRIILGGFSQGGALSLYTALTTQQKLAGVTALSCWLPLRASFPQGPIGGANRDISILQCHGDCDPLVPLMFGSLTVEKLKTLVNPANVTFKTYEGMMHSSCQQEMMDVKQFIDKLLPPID
PREPL inhibitor: PREPL enzyme inhibitors, primary screen, biochemical, fluorescence polarization; recombinant PREPL, fluorescence polarization activity-based probe; AID 2751, 2010; 320,000 compounds, 0.68% hits; inhibition, % at 5.96 µM; Prolyl endopeptidase-like (Homo sapiens), Q4J6C6; in the data active means inhibition above about 43%;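 further: 0% = enzyme with DMSO and 100% = wells lacking enzyme; many of its hits are not listed in these tables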
PAFAH1B3 FP inh: PAFAH1B3 enzyme inhibitors, primary screen, biochemical, fluorescence polarization, human; inhibition, % at 3.39 µM; Platelet-activating factor acetylhydrolase IB subunit alpha1 (Homo sapiens), Q15102; 340,000 compounds, 0.28% hits; recombinant PAFAH1B3, FP-rhodamine probe;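 active means inhibition above the screen-wide average of all tested compounds plus 3 SD, cut at about 25% in these data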;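 further: 0% = enzyme with DMSO only and 100% = wells lacking PAFAH1B3 protein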
PAFAH1B2 inh: PAFAH1B2 enzyme inhibitors, primary screen, biochemical, fluorescence polarization, human | recombinant PAFAH1B2, FP-rhodamine activity probe | inhibition, % at 3.39 µM | 340,000 compounds, 1.2% hits;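 active means inhibition above the mean of all tested compounds plus 3 SD, cut at about 24% in these data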;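 further: 0% = enzyme with DMSO and 100% = wells lacking PAFAH1B2; many of its hits are not listed in these tables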
Target sequence (P68402 whole entry, looked up): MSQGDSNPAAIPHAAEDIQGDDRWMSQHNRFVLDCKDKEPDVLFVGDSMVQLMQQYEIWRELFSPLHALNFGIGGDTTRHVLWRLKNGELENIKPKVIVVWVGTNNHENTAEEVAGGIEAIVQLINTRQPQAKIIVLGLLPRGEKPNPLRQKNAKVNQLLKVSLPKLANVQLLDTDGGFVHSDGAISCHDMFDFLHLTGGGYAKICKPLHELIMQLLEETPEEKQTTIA
PAD4 FP inh: human PAD4 inhibitors, primary screen, biochemical, fluorescence polarization, 1536-well format | inhibition, % at 6.36 µM | 330,000 compounds, 0.41% hits | recombinant PAD4, RCA probe fluorescence polarization | Protein-arginine deiminase type-4 (Homo sapiens), Q9UM07;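 active means percent inhibition above a cutoff equal to the mean of all tested compounds plus 3 SD, cut at about 15% in these data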;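 further: 0% = PAD4 with RCA probe and DMSO and 100% = probe without PAD4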
GSTO1 inh: inhibitors of recombinant GSTO1, primary screen, counter-screen for RBBP9 inhibitor project, biochemical, fluorescence polarization | Glutathione S-transferase omega-1 (Homo sapiens), P78417 | inhibition, % at 5.96 µM | activity-based probe fluorescence polarization | 300,000 compounds, 1.1% hits;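 active means inhibition above the campaign mean inhibition plus 3 SD, cut at about 35% in these data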;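 further: 0% = GSTO1-1 with DMSO and 100% = wells lacking GSTO1-1 enzyme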
Target sequence (P78417 whole entry, looked up): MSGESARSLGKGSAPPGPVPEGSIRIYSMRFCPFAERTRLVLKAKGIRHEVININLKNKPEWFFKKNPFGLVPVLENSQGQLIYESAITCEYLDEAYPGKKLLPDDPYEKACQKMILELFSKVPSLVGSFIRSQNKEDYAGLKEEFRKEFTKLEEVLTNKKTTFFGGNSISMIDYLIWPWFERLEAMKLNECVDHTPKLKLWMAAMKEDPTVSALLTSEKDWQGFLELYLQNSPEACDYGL
pPAFAH inh: pPAFAH enzyme inhibitors, primary screen, biochemical, fluorescence polarization, human | inhibition, % at 3.39 µM | 330,000 compounds, 1.5% hits | recombinant pPAFAH, FP-rhodamine probe fluorescence polarization;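 active means inhibition above the mean inhibition across the screen plus 3 SD, cut at about 25% in these data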;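 further: inhibitors block binding of the rhodamine activity-based probe so polarization drops; 0% = enzyme with DMSO and 100% = wells lacking pPAFAH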
* marks the source's active call; other numbers are inactive results; nt = no result given. An excerpt, so the mix of outcomes need not match the whole.

SMILES	LYPLA2 inh	PAFAH2 inh	LYPLA1 inh	PREPL inhibitor	PAFAH1B3 FP inh	PAFAH1B2 inh	PAD4 FP inh	GSTO1 inh	pPAFAH inh
COc1ccc(Br)cc1CN1CCSCC1	-4.8	-7.5	-3.7	2.6	6.3	4.8	3.8	0.5	4.5
O=C(NCCc1ccc(F)cc1)c1ccc([N+](=O)[O-])cc1	6.0	5.9	2.9	15.3	6.2	3.6	2.4	3.7	-1.8
CCn1nnc(-c2ccccc2NS(=O)(=O)c2ccc(C(=O)OC)cc2)n1	3.0	6.9	0.4	4.7	5.2	0.0	-6.8	-3.8	0.3
Cc1nn(C(C)C)c(C)c1CN1CCCC(CCC(=O)NCc2ccccc2F)C1 (configuration not stated)	-3.1	4.0	4.1	4.6	4.1	3.6	2.9	1.2	1.9
CCC(C(=O)Nc1ncn[nH]1)(C(F)(F)F)C(F)(F)F	-5.9	3.1	-3.5	1.9	-0.1	5.5	0.3	7.2	3.8
COc1ccc(NS(=O)(=O)c2ccc(C(=O)OC(C)C(=O)N3CCOCC3)cc2)cc1 (configuration not stated)	1.0	-0.4	-0.1	-2.5	5.0	4.6	-4.1	-0.6	15.4
O=C1Cn2c(nc3ccccc32)N1c1ccccc1F	3.7	1.3	-1.5	-2.1	5.3	-0.9	-3.9	-3.0	-0.7
CCOC(=O)N1CCN(C(=O)c2ccc3nc(-c4ccccc4)c(-c4ccccc4)nc3c2)CC1	4.1	2.3	-3.7	-5.4	6.0	0.1	4.2	-0.2	0.8
COC(=O)C(C(C)C)N1CCc2c(C)nc3c(C#N)cnn3c21 (configuration not stated)	-3.4	5.0	-0.6	7.2	5.7	-0.8	0.3	0.8	5.6
COC(=O)CCCCC1SCC2NC(=O)NC21O (configuration not stated)	2.5	-4.7	0.9	1.2	14.6	3.1	7.3	6.0	-2.0
CC(C)CC(c1nnnn1C1CCCC1)N1CCN(C(=O)c2ccco2)CC1 (configuration not stated)	0.5	-0.8	-1.3	3.6	-1.5	-4.7	-0.1	0.0	2.7
N=c1c2c3c(sc2ncn1CCCN1CCOCC1)CCCCC3	6.4	-3.6	4.5	17.8	9.2	-0.8	3.4	-3.1	-2.8
C[C@H](NC(=O)c1nc[nH]c1C(=O)NCc1ccc(CNC(=O)OC(C)(C)C)cc1)C(=O)OC(C)(C)C	-10.1	-4.9	-5.9	-7.2	-0.8	-1.2	2.3	3.5	0.3
ClC1(Cl)CC1Cn1c(C2CC2)nc2ccccc21 (configuration not stated)	2.5	4.3	-4.7	3.2	6.5	4.8	0.4	-0.2	2.8
O=C(COC(=O)c1ccc([N+](=O)[O-])o1)NC1CCCc2ccccc21 (configuration not stated)	nt	-0.7	nt	29.9	3.1	5.9	-14.3	nt	8.5
CC(=O)NC(Cc1ccccc1)C(=O)OCC(=O)c1ccc(Br)cc1 (configuration not stated)	-0.5	2.4	0.2	-2.3	3.6	17.6	-2.4	0.9	0.6
O=C(NC(=S)Nc1ccccc1N1CCCCC1)c1ccc(F)cc1Cl	-5.2	-11.6	-2.9	5.8	1.0	-3.0	-0.5	-5.0	-4.2
CCn1c2ccccc2c2cc(NS(=O)(=O)c3ccccc3C)ccc21	-9.6	1.3	-8.3	10.0	7.4	4.8	-1.2	0.1	8.0
CN(C)S(=O)(=O)c1cccc(NC(=O)CN2C(=O)NC(CCc3ccccc3)C2=O)c1 (configuration not stated)	-5.1	-2.5	-0.1	13.5	-0.7	-1.2	-6.3	0.0	-1.8
COc1ccccc1CNC(=O)C1Cc2cc(S(=O)(=O)N3CCCC3)ccc2N1C(C)=O (configuration not stated)	3.0	-14.6	0.5	18.6	1.0	-2.8	-0.1	-4.6	0.2
Cc1[nH]c(=O)[nH]c(=O)c1NC(=O)CSc1ncccc1-c1nc2ccccc2[nH]1	-0.2	-1.4	0.2	4.1	7.5	4.1	-0.5	3.8	4.2
N=c1sccn1CC(=O)Nc1cc(S(=O)(=O)N2CCCC2)ccc1Cl	-7.0	-0.1	0.2	3.3	2.8	3.3	-4.1	2.4	3.5
CCc1nnc(SCC(=O)Nc2ccc(N3CCOCC3)cc2)o1	-3.0	-0.1	2.6	-0.4	2.8	-2.0	-2.3	-1.4	3.6
COc1ccc(NC(=O)N(CCc2ccccc2)Cc2cc3c(C)cc(C)cc3[nH]c2=O)cc1	-8.7	-5.0	-6.7	-1.9	6.5	4.6	-3.9	6.5	0.3
O=C(Nc1ccc(S(=O)(=O)C(F)F)cc1)c1ccc2c(=O)n3c(nc2c1)CCC3	-1.7	-12.0	-2.2	6.4	-5.3	0.4	-2.6	-12.3	-3.4
NNC(=O)c1cc(C23CC4CC(CC(C4)C2)C3)[nH]n1	-21.2	0.0	-11.2	-3.5	2.9	21.6	-9.0	5.7	6.3
CC(C)(C)NS(=O)(=O)c1ccc(NC(=O)Cc2ccccc2[N+](=O)[O-])cc1	-4.3	-3.0	-1.1	-2.9	12.7	-4.2	4.0	1.1	4.0
CCOC(=O)c1cc2c(ccc3nc(C)c(C)c32)[nH]c1C	-2.9	0.2	2.9	4.5	7.8	3.5	-3.6	-0.9	11.9
Clc1cccc(Cl)c1/C=N\Nc1nccs1	3.0	5.8	1.0	-14.2	2.8	4.9	-0.4	-0.3	6.0
O=C1NCC(=O)N(Cc2ccccc2)/C1=C/c1ccccc1	-2.2	7.5	-2.6	12.6	8.5	6.0	-4.5	-2.4	-0.9
Cc1ccc(SCC(=O)Nc2c(Br)cnn2C)cc1	2.9	13.6	-0.6	3.0	10.3	4.0	-0.5	-0.8	4.9
NC(=O)c1ccsc1NC(=O)COC(=O)c1cnccn1	-1.1	7.1	-1.0	20.1	8.5	1.6	-6.9	nt	4.1
COc1ccc(OC)c(C2=Nn3c(nnc3-c3cc(OC)c(OC)c(OC)c3)SC2)c1	-2.0	-1.2	-7.6	4.7	-3.4	-3.3	-1.9	1.2	-3.2
CCC(=O)Nc1c(C(=O)Nc2cccc(OC)c2)oc2ccccc12	-5.3	0.8	-5.5	12.7	-3.1	-3.0	-0.4	-4.1	-4.8
Nc1nc(N)nc(-c2ccccc2-c2nc(N)nc(N)n2)n1	-12.6	-3.4	-4.3	5.3	5.3	3.0	-6.7	11.6	-6.6
CCCC1(C(=O)OCC)NC(c2ccco2)C2C(=O)N(C)C(=O)C21 (configuration not stated)	3.7	6.4	-1.3	-7.4	7.6	1.2	3.2	-8.5	-4.5
Cc1c(O)ccc2c3c(c(=O)oc12)CCCC3	-3.9	5.2	-5.9	12.2	10.1	-0.5	-2.8	-8.2	-1.3
CCOCCCn1c(SCC(=O)Nc2ccc3[nH]c(=O)[nH]c3c2)nc2ccccc2c1=O	0.2	3.8	-3.0	7.3	-0.4	-2.7	0.8	-11.4	7.2
O=[N+]([O-])c1cc(C(F)(F)F)ccc1NCCc1ccncc1	6.8	-2.8	2.6	9.8	-6.3	5.1	1.2	-3.6	3.0
Cn1nc(C(=O)NCc2ccc(F)cc2)c2ccccc2c1=O	2.0	-2.9	-1.1	13.8	8.2	3.8	-1.7	3.9	-4.2
Cc1nn(C)cc1C(C(=O)NC1CCCCC1)N(C(=O)Cc1cccs1)c1ccc(C(C)C)cc1 (configuration not stated)	2.4	-2.4	1.8	7.5	4.4	6.4	-1.3	1.9	7.0
CC(=O)Nc1nc2ccccc2n1Cc1ccccc1	-1.8	-4.9	-0.8	-5.9	3.5	6.5	-3.2	6.5	0.1
O=C(N/N=C/c1ccc(-c2cccc([N+](=O)[O-])c2)o1)c1ccc([N+](=O)[O-])cc1	-0.7	-2.1	5.4	18.1	0.3	2.9	-7.1	-5.7	10.8
Cc1ccc(S(=O)(=O)N2CCN(CC(=O)N/N=C\c3cccnc3)CC2)cc1	12.1	-6.4	1.2	1.6	0.7	1.1	-1.6	-2.6	-0.7
COC(=O)c1cc(NC(=O)c2cc(-c3ccc(Cl)cc3)oc2C(F)(F)F)ccc1N1CCOCC1	-13.1	1.7	-10.4	9.1	9.4	6.9	0.3	-10.4	10.5
O=C(Cn1cccc1C(=O)c1ccccc1)NCc1ccccc1	5.2	-14.5	-1.9	-1.9	10.4	0.3	0.7	12.2	1.7
O=C(NCCc1ccccc1)C(=O)NCC1CCNCC1	6.4	nt	-0.1	23.7	nt	nt	0.1	16.9	0.5
O=C(O)CC(CNS(=O)(=O)c1cccc2nsnc12)c1ccccc1 (configuration not stated)	2.5	nt	5.1	-3.3	nt	nt	3.2	3.3	3.1

Looked up above:
Result of O=C(Cn1cccc1C(=O)c1ccccc1)NCc1ccccc1 in PAFAH1B3 FP inh: 10.4
Result of O=[N+]([O-])c1cc(C(F)(F)F)ccc1NCCc1ccncc1 in GSTO1 inh: -3.6

Other entries
SMILES	LYPLA2 inh	PAFAH2 inh	LYPLA1 inh	PREPL inhibitor	PAFAH1B3 FP inh	PAFAH1B2 inh	PAD4 FP inh	GSTO1 inh	pPAFAH inh
CCC1=C(OC(=O)N(CC)CC)N2C(=O)OC(=NCC(=O)OC)[C@]2(Cc2ccccc2)[C@H]2C1=CC[C@H]1C(=O)NC(=O)[C@H]12	3.9	-1.1	2.9	6.8	-1.4	0.9	1.3	4.5	2.0
Cc1cc2ncn(-c3ncnc4sc5c(c34)CCCC5)c2cc1C	4.8	nt	-3.8	11.4	nt	nt	1.2	2.6	8.0
CC#CCN1c2ccccc2[C@]23C[C@@H](C(=O)OC)N(C(=O)NC4CCCCC4)C2=NC(C(=O)OC)=C(C(=O)OC)[C@H]13	-2.8	-2.1	0.2	1.3	16.1	5.7	0.3	6.0	2.5
NC(=S)N/N=C\c1ccc(-c2cccc(Cl)c2Cl)o1	-0.5	-0.7	-1.7	41.8	2.5	-0.7	-0.4	-13.6	19.0
CN(C)S(=O)(=O)c1ccc(C(=O)Nc2nc3ccccc3[nH]2)cc1	5.0	5.0	1.6	7.4	6.6	7.0	4.3	-0.3	4.5
COc1cc(OC)c(C2C(C#N)=C(N)OC3=C2C(=O)CC(C)(C)C3)cc1OC (configuration not stated)	3.0	-0.3	1.5	2.8	0.8	-3.9	3.9	6.5	-0.4
CC(C)(CO)NC(=O)c1ccc2c(c1)C(=O)c1ccccc1-2	2.8	-8.0	-3.5	6.3	1.8	5.3	4.3	-10.2	-0.6
CCOc1cc(C(N)=O)cc(Br)c1OCc1ccccc1	-2.0	1.9	2.4	12.1	9.3	3.8	1.2	-3.7	-0.4
CSc1ncc(CN2CCN(CCC(C)C)C(CCO)C2)cn1 (configuration not stated)	-1.5	-0.1	1.6	-5.2	7.3	1.1	-3.8	4.8	3.6
COC(=O)C1=C(O)/C(=C\c2ccc(CNS(=O)(=O)c3ccc(Cl)cc3)o2)N=C1C	-15.0	15.6	-5.8	6.4	3.1	6.7	-2.1	8.7	15.8
COc1ccccc1Oc1coc2cc(OC(=O)N3CCOCC3)ccc2c1=O	3.1	3.3	1.2	11.4	2.4	1.1	2.1	2.5	7.9

Assay outcomes as filed in PubChem BioAssay.
